S-ASM inh – Inhibitors of Secretory Acid Sphingomyelinase (S-ASM): qHTS; AID 504937, 2011; Sphingomyelin phosphodiesterase (Homo sapiens), P17405; placental ASM, HMU-PC fluorogenic substrate, 60 min; Potency, µM (doses to about 57.5 µM), for the others: top-dose activity change, negative = inhibition, hits mostly inhibitors; 340,000 compounds, 0.006% hits; note: potency is the fitted concentration of half-maximal effect
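Fluorescence read-out (Ex 386 nm, Em 447 nm) after stopping the reaction at pH 10. Enzyme: ASM from human placenta; substrate HMU-PC0, 9 uM final; 60 min, 37 °C. Compound preincubation 10 min, ambient temperature.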
PKM2 act – qHTS Assay for Activators of Human Muscle isoform 2 Pyruvate Kinase; Pyruvate kinase PKM (Homo sapiens), P14618; purified PKM2, Kinase-Glo ATP luminescence, activation; response scale: 0% is enzyme alone, no compound; Potency, µM (highest dose often 57.5 µM), for inactives: at the highest dose activation, most hits filed as activators; 260,000 compounds, 0.34% hits; AID 1631, 2009; note: potency is the fitted concentration of half-maximal effect; % is set by controls: 0 for no effect and ±100 for the full control effect; nearly all actives have a fitted effect of over 55% in size
Target sequence (P14618 whole entry, looked up, canonical isoform): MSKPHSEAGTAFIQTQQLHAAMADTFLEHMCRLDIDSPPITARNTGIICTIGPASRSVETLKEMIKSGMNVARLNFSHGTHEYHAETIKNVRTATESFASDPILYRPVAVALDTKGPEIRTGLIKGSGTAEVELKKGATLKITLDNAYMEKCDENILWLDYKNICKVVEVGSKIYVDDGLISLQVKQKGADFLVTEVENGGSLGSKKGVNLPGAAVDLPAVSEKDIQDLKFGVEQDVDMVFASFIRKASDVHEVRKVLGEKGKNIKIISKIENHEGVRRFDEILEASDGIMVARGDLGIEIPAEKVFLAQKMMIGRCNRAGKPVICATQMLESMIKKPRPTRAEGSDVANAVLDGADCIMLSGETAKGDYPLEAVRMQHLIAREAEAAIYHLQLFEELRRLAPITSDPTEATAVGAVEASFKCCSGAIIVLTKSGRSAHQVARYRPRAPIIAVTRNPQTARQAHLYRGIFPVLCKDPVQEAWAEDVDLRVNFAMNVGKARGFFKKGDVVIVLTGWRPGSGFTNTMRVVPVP
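Purified hPK-M2 (>95% pure) converted ADP (0.1 mM final) to ATP with 0.5 mM PEP in 50 mM imidazole pH7.2, KCl, MgCl2, Tween 20, BSA; 1 h at room temperature. ATP detected by Kinase-Glo luminescence.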
TSHR antagonist – Antagonists of the Thyroid Stimulating Hormone Receptor: HTS campaign | AID 504810, 2011 | Thyrotropin receptor (Homo sapiens), P16473 | TSHR-expressing cells, TSH-stimulated cAMP HTRF, 2 h; active compounds read low | 330,000 compounds, 0.2% hits | activity change, negative = inhibition, % at 11.5 µM;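 active = activity change below a set negative limit, meaning inhibition stronger than a set level, cut at about -70% in these data; inconclusive = activity change between two set negative limits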; note: % is set by controls: 0 for no effect and ±100 for the full control effect
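Inhibition of cAMP made by TSHR-expressing cells under TSH stimulation (4nM final, EC80; 2 h, 37 deg C) is quantified with a one-step lysis HTRF kit, anti-cAMP cryptate versus cAMP-d2.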
Mito fusion act – qHTS Assay for Small Molecule Inhibitors of Mitochondrial Division or Activators of Mitochondrial Fusion. S. cerevisiae fusion-defective mutant growth rescue, CellTiterGlo 48 h. Potency, µM (titrated, usually from 46.1 µM), for the others: at the top dose growth rescue (activation), usual class: activators. 320,000 compounds, 0.23% hits. AID 485298, 2010;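 note: potency is the fitted concentration of half-maximal effect; % of control where 0% means no effect; nearly all actives have a fitted effect of over 45% in size; temperature-sensitive fusion mutants such as fzo1-1 at 37 °C on non-fermentable ethanol glycerol medium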
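S. cerevisiae fusion-defective temperature-sensitive mutants (e.g. fzo1-1, mgm1-5) grown 48 h at 37C in YPEG (ethanol/glycerol non-fermentable) medium with 23 nl compound per well; growth rescue read as CellTiterGlo luminescence.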
USP2a block – qHTS Assay for Inhibitors of Ubiquitin-specific Protease USP2a Using CHOP2 as the Reporter; Ubiquitin carboxyl-terminal hydrolase 2 (Homo sapiens), O75604; USP2 core, Ub-CHOP2 coupled fluorogenic reporter, 485/531; Potency, µM (series often up to 38.3 µM), for inactives: top-dose activity change, negative = inhibition, actives largely listed as inhibitors; 330,000 compounds, 0.01% hits; AID 463254, 2010;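 note: potency is the fitted concentration of half-maximal effect; plate controls were DMSO wells for no effect and full inhibition by NEM control for full effect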
Target sequence (O75604 whole entry, looked up): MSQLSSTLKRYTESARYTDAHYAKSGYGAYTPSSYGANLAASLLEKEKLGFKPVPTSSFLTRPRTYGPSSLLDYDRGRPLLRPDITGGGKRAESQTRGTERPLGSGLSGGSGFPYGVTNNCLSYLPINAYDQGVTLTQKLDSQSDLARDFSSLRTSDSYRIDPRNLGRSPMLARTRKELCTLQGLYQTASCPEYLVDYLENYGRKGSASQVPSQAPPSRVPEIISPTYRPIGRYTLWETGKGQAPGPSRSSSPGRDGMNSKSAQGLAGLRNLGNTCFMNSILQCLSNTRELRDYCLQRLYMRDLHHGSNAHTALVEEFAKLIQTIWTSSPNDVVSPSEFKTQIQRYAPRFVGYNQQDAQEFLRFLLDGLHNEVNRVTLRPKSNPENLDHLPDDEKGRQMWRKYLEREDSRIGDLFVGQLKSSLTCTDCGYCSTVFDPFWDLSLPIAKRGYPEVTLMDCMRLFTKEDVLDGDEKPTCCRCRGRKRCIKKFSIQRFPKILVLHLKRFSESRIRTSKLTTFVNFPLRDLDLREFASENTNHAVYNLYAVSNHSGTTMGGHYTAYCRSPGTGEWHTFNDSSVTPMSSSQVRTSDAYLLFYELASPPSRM
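Deubiquitinase activity read as fluorescence (485/531 nm) after Ub-CHOP2 cleavage activates the enterokinase reporter on its substrate; USP2 core 10nM, Ub-CHOP2 and substrate 25nM each, 30min compound preincubation then 60min RT; data normalized to NEM, curves fitted.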
Eya2 phos inh – qHTS Assay for Inhibitors of the Phosphatase Activity of Eya2. Potency, µM (doses to about 76.9 µM), inactives show at the top dose activity, negative = inhibition, hits mostly inhibitors. AID 488837, 2010. Protein phosphatase EYA2 (Homo sapiens), O00167. 330,000 compounds, 0.006% hits. recombinant Eya2, OMFP fluorescence dephosphorylation (OMFP is methylfluorescein phosphate); note: potency is the fitted concentration of half-maximal effect; % is set by controls: 0 for no effect and ±100 for the full control effect
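Eya2 (0.2 uM) preincubated 10 min at ambient with compound, then OMFP substrate added at 50 uM; 10 min reaction in 50 mM HEPES pH 7.5, 50 mM NaCl, 5 uM MgCl2, 0.05% BSA, 1 mM DTT. Fluorescence read at Ex 485/Em 525 nm.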
Chronic BCR inh – qHTS Assay to Find Inhibitors of Chronic Active B-Cell Receptor Signaling; ABC-DLBCL IkBa-CBG/CBR reporter, luminescence ratio, 4 h; Potency, µM (doses to about 46.1 µM), without a hit: at the highest dose ratio change, negative = lower green/red ratio, most hits filed as inhibitors; 340,000 compounds, 0.05% hits; AID 493014, 2011; active = well fitted inhibition curve with a large enough effect in the signal ratio, with a control signal flat, not every such curve was filed as active; inconclusive = small, poorly fitted or top-dose-only effect, or effect the other way, or a change in a side signal; the % refers to the signal ratio;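 note: potency is the fitted concentration of half-maximal effect; plate controls were basal doxycycline-induced cells for no effect and cells given 10 µM MG132 for full effect; MG132 reads +100%, hits lower the ratio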
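TMD8 ABC-DLBCL cells carrying doxycycline-inducible green luciferase fused to IkappaBalpha plus unfused red luciferase were exposed to compounds (up to 46 uM) for 4 hrs at 37C. Activity came from the overlap-corrected green/red luminescence ratio.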
GALK inhibitor – qHTS Assay for Inhibitors of Human Galactokinase (GALK). Purified GALK, Kinase-Glo residual ATP luminescence. Potency, µM (top dose mostly 57.5 µM), inactives show at the top dose activity change, negative = inhibition, most hits filed as inhibitors. 270,000 compounds, 0.007% hits; note: potency is the fitted concentration of half-maximal effect; % is set by controls: 0 for no effect and ±100 for the full control effect
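GALK at 5 nM final was combined with compound, 35 uM ATP and 100 uM galactose in HEPES pH8.0 with MgCl2 and DTT. The reaction ran one hour at room temperature before luminescent ATP detection.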
hERG WT inh – qHTS for Inhibitors of KCHN2 3.1: Wildtype qHTS; 340,000 compounds, 0.37% hits; U2OS, BacMam KCNH2, thallium flux FluxOr; active compounds read low; activity change, % at 1.84 µM; Voltage-gated inwardly rectifying potassium channel KCNH2 (Homo sapiens), Q12809;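 active = maximum activity change below -70%; inconclusive = maximum activity change between -70% and -50%; inactive = maximum activity change above -50%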; note: % is set by controls: 0 for no effect and ±100 for the full control effect
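U2OS cells were transduced with wild-type KCNH2 virus (2.03 x 10^8 / mL) for 4 h at room temperature, then cultured overnight at 37 C. Thallium flux was read with FluxOr dye. Rate constants were normalized to DMSO controls.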
MBNL1 CUG block – qHTS Assay for Inhibitors of MBNL1-poly(CUG) RNA binding; Muscleblind-like protein 1 (Homo sapiens), Q9NR56; TR-FRET MBNL1-His/biotin-(CUG)12 binding, 665/545 ratio; Potency, µM (titrated, usually from 57.5 µM), for the others: at the highest dose activity change, negative = inhibition, most hits filed as inhibitors; 280,000 compounds, 0.036% hits; active = well fitted inhibition curve with a large enough effect in the signal ratio, with a control signal flat, not every such curve was filed as active; inconclusive = small, poorly fitted or top-dose-only effect, or effect the other way, or a change in a side signal; inactive = no such curve, though single readings can be large or run the other way; the % refers to the signal ratio; note: potency is the fitted concentration of half-maximal effect; % is set by controls: 0 for no effect and ±100 for the full control effect
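TR-FRET between His-tagged MBNL1 and biotin-(CUG)12 RNA, detected with Tb anti-His antibody (0.055 ng/ul) and streptavidin-XL665 (5 nM), 60 min at room temperature. Compounds titrated 92 nM to 58 uM; 665/545 nm ratio normalized to buffer and complex controls.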
Menin MLL FP TR – qHTS Assay for Inhibitors Targeting the Menin-MLL Interaction in MLL Related Leukemias: Competition With Texas Red Labeled MLL-derived Mutant Peptide. Menin + Texas Red MLL mutant peptide, fluorescence polarization. Potency, µM (highest dose often 61.6 µM), inactives show at the highest dose FP activity change, negative = inhibition, usual class: inhibitors. 270,000 compounds, 0.23% hits. AID 1768, 2009; active = well fitted inhibition curve with a large enough effect in the polarisation, with a control signal flat, not every such curve was filed as active; inconclusive = small, poorly fitted or top-dose-only effect, or effect the other way, or a change in a side signal; inactive = no such curve, though single readings can be large or run the other way; the % refers to the polarisation; note: potency is the fitted concentration of half-maximal effect; % of control where 0% means no effect; many of its hits are not listed in these tables
Numbers without * were called inactive; ? = inconclusive; / = no result given; & = joins results of further samples; [ ] = remark or other dose. Unless noted, calls come from the whole dose curve; as a rule, active = well fitted curve in the direction sought with a large enough effect; inconclusive = small, poorly fitted or top-dose-only effect, or another doubt; inactive = no such curve, though single readings can be large; an effect the other way counts as inactive or inconclusive.

SMILES	S-ASM inh	PKM2 act	TSHR antagonist	Mito fusion act	USP2a block	Eya2 phos inh	Chronic BCR inh	GALK inhibitor	hERG WT inh	MBNL1 CUG block	Menin MLL FP TR
Cc1ccc(/C([O-])=C(/C(=S)NCc2ccccc2)[n+]2cccc(CO)c2)cc1[N+](=O)[O-]	2.9%	4.3%	3.2	-4.6%	-0.4%	-0.2%	?	3.4%	-73.5*	14.7%	16.7%
O=C(NCCCCCCNC(=O)c1ccncc1)c1ccncc1	2.7%	0.8%	1.8	1.3%	3.2%	12.3%	-1.4%	1.6%	-3.5	-3.8%	-0.9%
C(=N\N1CCN(Cc2cccc3ccccc23)CC1)/c1cccs1	-0.1%	1.3%	2.0	-0.3%	-2.1%	-1.9%	-5.9%	1.0%	-34.4	8.5%	/
CCN(CC(=O)NCc1ccc(F)cc1)C(=O)CN1CCN(c2ccccc2OC)CC1	-2.2%	-9.6%	-3.6	13.5%	2.5%	-16.4%	-1.4%	17.7%	19.4	-3.0%	-12.3%
COc1cc(C(=O)NNC(=O)c2ccc3ccccc3n2)cc(OC)c1OC	-0.5%	/	4.2	2.0%	3.2%	-0.5%	?	/	32.0	/	/
NC(=O)C1CCN(c2nc(-c3ccc4ccccc4c3)cs2)CC1	-2.0%	/	-4.5&6.0	-28.2%&-3.0%	-0.8%&0.4%	-23.9%&4.6%	-14.8%&-6.8%	/	/	/	/
COc1ccc(C2=NOC(C(=O)NCc3ccccn3)C2)cc1 (stereo unspecified)	-1.0%	-5.7%	2.8	-3.1%	-0.1%	3.5%	-22.8%	-0.3%	-16.3	0.2%	/
COc1ccccc1N1CC(C(=O)NCC2COc3ccccc3O2)CC1=O (stereo unspecified)	0.3%	/	/	/	5.7%	-40.7%	0.1%	/	2.4	/	/
COc1ccc(CCN(C)C(=O)CCNS(=O)(=O)c2ccccc2C(F)(F)F)cc1OC	2.0%	/	5.8	-5.3%	2.7%	9.5%	-1.6%	/	7.8	/	/
CC(C)Oc1ccc(CCC(=O)NNC(=S)Nc2ccccc2)cc1	-0.9%	-1.8%	-31.4	6.6%	2.7%	-0.7%	-13.7%	-2.2%	13.0	2.8%	/
CCN1CCN(CC2CC3C=CC2C3)CC1 (stereo unspecified)	0.3%	8.4%	16.0	-13.1%	3.2%	-12.7%	?	0.3%	-44.0	?	10.1%
CCC(=O)Nc1sc2c(c1C(N)=O)CCC2	6.6%	-1.9%	5.5	-0.3%	-2.0%	-3.1%	-3.0%	5.3%	29.7	7.1%	4.7%
COc1cc(C(=O)N[C@H](C(=O)NC(C)C23CC4CC(CC(C4)C2)C3)C(C)C)cc(OC)c1OC (stereo partly specified)	-2.9%	-2.3%	-1.6	10.0%	-5.3%	-13.2%	-22.3%	0.3%	3.6	1.8%	?
CCCCc1cc(=O)oc2cc(O)cc(O)c12	/	4.8%	13.9	-1.3%	-1.2%	-0.3%	?	-0.2%	0.5	29.1%	?
C=CCn1c(=N)n(CC(=O)OCC)c2ccccc21	4.4%	-5.3%	-3.2	2.9%	2.1%	-3.5%	-2.3%	-0.8%	16.4	-10.9%	11.6%
O=C(COC(=O)CCNS(=O)(=O)c1ccccc1)NC(=O)c1ccccc1	-0.3%	/	-1.6	1.0%	-4.8%	-3.1%	-10.7%	/	-6.8	/	/
COc1ccc(CCN2C(=O)CC(NCc3ccc4c(c3)OCO4)C2=O)cc1OC (stereo unspecified)	2.6%	-0.6%	-2.5	-1.8%	-1.3%	5.8%	-0.7%	-0.4%	3.9	1.5%	6.6%
COc1cccc(CNC(=O)CCSCc2ccccc2F)c1	0.0%	0.8%	-1.9	-7.6%	0.9%	3.6%	3.4%	-0.1%	3.0	-7.5%	-0.9%
Cc1ccccc1OCC(=O)NNC(=O)c1ccoc1C	1.6%	/	-0.6	-2.3%	-2.0%	-7.1%	?	/	2.5	/	/
COc1cccc(CNc2ccc(F)c(Cl)c2)c1	-3.8%	4.7%	-0.3	5.9%	3.6%	-12.2%	-6.5%	1.0%	-3.5	-2.7%	?
CCOC(=O)c1ccc(CSc2nncn2N)o1	4.8%	-2.7%	/	2.2%	/	/	/	7.4%	-4.9	-8.6%	10.3%
COc1cc([N+](=O)[O-])ccc1NC(=S)N1CCOCC1	9.5%	-2.9%	-0.8	0.7%	-0.1%	1.2%	-0.4%	-2.2%	-0.4	?	-8.9%
C=C(C)COc1ccc2c3c(c(=O)oc2c1OCC(=C)C)CCC3	32.1%[activator]	3.7%	-13.0	-2.8%	0.9%	3.3%	0.4%	0.6%	-30.1	-4.2%	-12.3%
CCOc1ccc(S(=O)(=O)NCCC(=O)NCC(C)(C)N2CCOCC2)cc1	1.9%	/	-4.4	-1.7%	3.1%	7.6%	4.6%	/	2.9	/	/
O=C(CN1c2cccc3cccc(c23)S1(=O)=O)Nc1ccccc1Br	21.4%	/	-3.9	/	1.0%	-3.0%	-12.7%	/	-0.7	/	/
SMILES	S-ASM inh	PKM2 act	TSHR antagonist	Mito fusion act	USP2a block	Eya2 phos inh	Chronic BCR inh	GALK inhibitor	hERG WT inh	MBNL1 CUG block	Menin MLL FP TR
CCOc1ccccc1CN1CCN(C/C=C/c2ccc(OC)cc2)CC1CCO (stereo unspecified)	-4.5%	-4.2%	4.5	-4.1%	0.3%	3.2%	-0.9%	1.4%	18.2	2.5%	?
CC(=O)Nc1ccc(NC(=O)CS(=O)(=O)c2cn(CC(=O)N3CCCC3)c3ccccc23)cc1	1.6%	1.3%	9.8	-1.1%	3.0%	0.2%	3.1%	-8.1%	-2.2	-5.1%	/
O=C(NC(=S)N1CCN(c2ccccn2)CC1)c1ccco1	3.4%	6.6%	-1.2	-6.8%	-1.5%	9.5%	?	-1.7%	6.9	-7.0%	10.8%
N=C1C(=O)OCC1c1ccccc1NC(=O)CN1CCCCC1 (stereo unspecified)	6.5%	1.8%	5.5	-19.5%	1.4%	8.5%	-1.5%	/	-0.3	22.1%[11.5 µM]	5.1%
COc1ncccc1C(=O)NC1CCCc2c1cnn2-c1cc(C)cc(C)c1 (stereo unspecified)	4.8%	-9.0%[0.46 µM]	-8.0	22.4%	-2.1%	5.6%	6.1%	0.2%	-6.0	3.2%	?
O=C(Oc1ccc([N+](=O)[O-])cc1)c1cncc(Br)c1	-2.8%	3.7%	18.3	-2.9%	0.4%	-8.5%	5.2%	1.2%	15.9	-3.7%	14.3%
CN(CC(=O)OCC(=O)Nc1ccccc1)S(=O)(=O)c1ccc(Cl)cc1	1.0%	0.1%	3.0	-0.6%	-0.3%	23.5%	?	-2.2%	2.3	1.1%	-9.1%
CCS(=O)(=O)N1CCC(C(=O)Nc2ccccc2OC)CC1	3.5%	-2.1%	5.6	-0.1%	-4.8%	0.9%	-1.6%	-1.5%	7.8	-12.1%	5.1%
O=C(NC1CCCCC1)N1CCC(c2nc3ccc(Cl)cc3[nH]2)CC1	-1.7%	-14.0%	17.4	0.6%	2.4%	-5.5%	?	2.6%	-4.8	2.2%	-0.2%
O=C(NCCc1nnc2ccc(SCC(=O)N3CCOCC3)nn12)c1ccccc1	2.6%	2.8%	13.2	-0.6%	2.1%	-0.8%	-1.9%	3.6%	-4.3	-1.9%	-0.3%
CCOC(=O)C1CCCN(C(=S)Nc2ccc(OC)cc2)C1 (stereo unspecified)	1.4%	/	-8.5	17.2%	3.0%	6.7%	4.3%	0.9%	-5.7	1.5%	-2.3%

Bioassay records from PubChem BioAssay.

These rows are one share of the data, so the mix of outcomes need not match the whole.
